Assay outcomes (PubChem BioAssay)
Dynein cargo inh: dynein cargo transport inhibition. 3617.4 mouse cells, GR-EGFP nuclear translocation imaging; test concentration mostly 20 µM; stimulated with dexamethasone, 1 µM; active compounds read low. z-score, hits read low. 0.47% of 220,000 active;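 active means plate z-score of nuclear minus cytoplasmic receptor signal below a set negative limit, without overly bright fluorescence or cell loss, cut at about -3.5 in these data, passing the limit was not always enough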;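 further: z-score of nuclear minus cytoplasmic ring GR-EGFP intensity difference per well; some compounds called inactive have numbers as strong as hits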
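Buffer or medium: tetracycline-free induction medium containing charcoal-stripped FBS / Reagent: dexamethasone agonist, 1.0 µM final, for 30 min / Technique: automated 10x imaging of fixed Hoechst-stained cells / Times: induction 48 h, compound 1 h, agonist 30 min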
M1AAP inhibition: malaria alanyl aminopeptidase activity blockers – biochemical, fluorogenic H-Leu-NHMec substrate, 1536-well (AID 1445); recombinant M1AAP, H-Leu-NHMec fluorogenic kinetic assay; higher % means a stronger effect; inhibition, % at 30 µM, or IC50 in µM where a hit was titrated; 0.42% of 220,000 active;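 active means primary inhibition above the hit cutoff, then over 50% inhibition at one or more dose response concentrations, cut at about 23% in these data, passing the limit was not always enough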;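 further: plate controls were DMSO full reaction for no effect and no enzyme background for full effect; strong numbers were not always called active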
Autophagy mod: autophagy modulation, high-content screen; MEF GFP-LC3 puncta imaging; test concentration mostly 10 µM; AID 463193; 0.98% of 190,000 active; calls only at 10 µM (by protocol);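 active means percentage of spot-positive cells more than 3 SD above its plate mean, without a fluorescence outlier flag or 80% toxicity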;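 further: spot-positive cell cutoff set from DMSO-treated cells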
Yfh1-depleted yeast: mitochondrial function rescue without frataxin homolog – Friedreich's ataxia, plus single-dose screen, dose response (AID 1465). S. cerevisiae Yfh1-off respiration, WST-1 reduction, 72 h; higher fold induction means a stronger effect. fold induction at 50 µM; hits with a dose series show EC50 in µM. 0.074% of 220,000 active;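 active means fold induction of absorbance versus untreated yeast above a set limit, then at least 30% activation at any dose in follow-up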;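 further: activators that raise dye reduction in frataxin-depleted yeast; strong numbers were not always called active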
T cell HTS: T cell immune modulators affecting CD8 T cell-vesicle binding; calls only at 7 µM; AID 2052; 0.068% of 330,000 active; 2C CD8+ T cell-vesicle binding, flow cytometry; active compounds read low;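 active means response, share of CD8 T cells binding vesicles, and their 90th percentile fluorescence all below set limits, cut at about 80% in these data, passing the limit was not always enough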
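Test system: purified 2C TCR transgenic mouse naive CD8+ T cells. Probe or stimulus: QL9-peptide-loaded Drosophila micro-vesicles bearing Ld, ICAM-1 and B7-1. Incubation: binding step 1.5 h, 37 °C, antibody labelling 20 min, ice. Measured by: flow cytometry of vesicle-bound cells.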
WT yeast gro inh: growth inhibition of WT yeast, mitochondrial fusion screen; AID 1362; inhibition, % at 10 µM; 2.1% of 190,000 active; mitochondrial fusion phenotypic screen, WT strain; in the data active means inhibition above about 58%; tested in S. cerevisiae
P. falciparum M17LAP: P. falciparum M17LAP inhibitors, primary screen, biochemical, fluorogenic H-Leu-NHMec substrate, 1536-well (AID 1619) | one-dose inhibition, % at 30 µM; IC50 in µM for titrated hits | 0.38% of 220,000 active | recombinant M17LAP, H-Leu-NHMec fluorogenic kinetic assay; higher % means a stronger effect;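 active means compound inhibiting the enzyme by more than half at any dose during confirmatory dose-response retesting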;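 further: plate controls were full reaction with DMSO carrier for no effect and no enzyme background for full effect; strong numbers were not always called active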
MT stabilize HCS: microtubule stabilization, imaging screen; HeLa tubulin immunostaining HCS, 24 h; share of cells brighter than vehicle mean+2SD; % tubulin-high responders, % at 10 µM; 0.83% of 200,000 active; AID 2205;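 active means plate Z-score above 3 for both tubulin-high and condensed-nucleus cell shares, with cell loss under 80%, at 10 µM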;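 further: anti alpha tubulin signal scored within the nucleus-defined area of each cell; some results filed as inactive read as strong as hits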
b-catenin transl: beta-catenin nuclear translocation modulation. HeLa beta-catenin nuclear translocation, immunofluorescence imaging. 0.3% of 190,000 active. nuclear translocation activity, % at 5 µM;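 active means nuclear translocation activity above 50% at 5 µM, with a well cell count of 50 or more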;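 further: per-cell ratio of nuclear to cytoplasmic median beta-catenin stain intensity; plate controls were DMSO negative control for no effect and GSK-3 inhibitor IX positive control for full effect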
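Test system: human HeLa cell line; Doses: 5 µM primary, 0.02–20 µM confirmation; Incubation: 24 h compound exposure, 37°C; Detection: beta-catenin immunofluorescence imaging with DAPI; Read-out: beta-catenin nuclear/cytoplasmic ratio, % activation.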
WT yeast gro inh mutant strain: also measured in WT yeast gro inh; calls as there; inhibition, %; mitochondrial fusion phenotypic screen, mutant strain inhibition
Dynein cargo inh cytoplasmic EGFP: further read-out of Dynein cargo inh, marked with its call; z-score; measured here: cytoplasmic GR-EGFP intensity; active compounds read high
Dynein cargo inh nuclear GR-EGFP: second read-out of Dynein cargo inh, no call of its own (marks repeat the call); z-score; measured here: nuclear GR-EGFP intensity;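 lower value marks the stronger effect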
Dynein cargo inh cell count: further read-out of Dynein cargo inh, marked with its call; z-score; measured here: cell count per field
b-catenin transl cell count 5 µM: further read-out of b-catenin transl, marked with its call; cell count; measured here: cell count, cytotoxicity flag
T cell HTS vesicle-bound %: recorded beside T cell HTS, whose call it bears; double positive events, %; measured here: CD8+ vesicle-bound cell fraction;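 binding gate set so that unloaded-vesicle control wells show 10% double positive cells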
MT stabilize HCS Hoechst-high %: recorded beside MT stabilize HCS, whose call it bears; % Hoechst-high responders; measured here: nuclear condensation Hoechst responders;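 share of cells brighter than vehicle mean plus two SD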
MT stabilize HCS cytotoxicity %: further read-out of MT stabilize HCS, marked with its call; toxicity, %; measured here: cytotoxicity by cell density;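 0% = mean cell density of plate MIN control wells and 100% = no cells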
Autophagy mod cell loss 18 h: further read-out of Autophagy mod, marked with its call; toxicity, %; measured here: cell loss, nuclei count;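 cell loss after 18 h compound exposure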
* hit, by the source's call; i = inactive; . = no result given; + = active, no number. The order is random, and some 4.4% of all compounds hit somewhere here.

SMILES	Dynein cargo inh	Dynein cargo inh cytoplasmic EGFP	Dynein cargo inh nuclear GR-EGFP	Dynein cargo inh cell count	M1AAP inhibition	Autophagy mod	Autophagy mod cell loss 18 h	Yfh1-depleted yeast	T cell HTS	T cell HTS vesicle-bound %	WT yeast gro inh	WT yeast gro inh mutant strain	P. falciparum M17LAP	MT stabilize HCS	MT stabilize HCS Hoechst-high %	MT stabilize HCS cytotoxicity %	b-catenin transl	b-catenin transl cell count 5 µM
NS(=O)(=O)c1cccc(NC(=O)CN2CCc3ccccc32)c1	0.089	-0.37	0.2	0.98	-1%	i	-5	i	i	15	-1	-3	-7%	2.6	2.0	0.0	0.9	1107
COc1ccc(-c2c(C#N)c(SCc3c(C)noc3C)nc3c2C(=O)CC(C)(C)C3)cc1	0.37	-0.19	0.63	1.2	4%	i	18	.	i	21	18	14	6%	3.3	1.9	5.0	-0.6	1094
Cc1ccc(CN2CCN(Cc3cn(C)nc3C)CC2CCO)o1 (stereo unspecified)	1.1	-0.24	0.37	-0.4	-2%	i	-10	i	i	58	-4	-15	-8%	1.9	3.0	4.9	1.0	1555
COc1ccccc1S(=O)(=O)Nc1ccc2cn[nH]c2c1	-0.14	-0.0076	-0.35	0.13	7%	i	-15	i	i	6	-12	-1	4%	2.1	3.5	7.1	0.5	994
COc1ccc(Nc2nc(-c3cccs3)cs2)c(OC)c1	-1.6	-0.24	-0.83	1.2	8%	i	8	i	i	16	32	19	21%	3.0	2.1	0.9	.	.
O=C(Cc1ccccc1)Nc1ccccc1Oc1ccccc1	-0.32	0.5	-0.44	0.88	6%	i	1	i	i	38	2	-9	7%	1.9	2.6	3.7	-1.0	1005
O=C(Oc1ccccc1-c1nnco1)c1ccc(Cl)cc1	0.75	-0.029	0.65	-0.77	5%	i	-12	i	i	15	4	15	12%	1.1	1.1	4.7	1.4	1180
c1coc(-c2ccnc(-c3ccncc3)n2)c1	0.9	-0.27	0.97	-0.48	0%	i	16	i	i	10	-3	-2	-7%	3.5	2.0	3.2	0.9	1512
C=CCSc1nnc2c(n1)OC(c1ccco1)Nc1ccccc1-2 (stereo unspecified)	-0.51	-0.19	-0.61	0.96	11%	i	-15	i	i	34	10	11	27%	1.6	2.3	5.7	-1.3	1034
CCOc1cc(NC(=S)NCC(C)C)c(OCC)cc1NC(=O)c1cccs1	0.84	-0.046	0.71	0.73	-5%	i	-26	i	i	14	16	-22	8%	2.2	1.4	6.4	-2.3	1079
COCCN(CCOC)c1nc(S(=O)(=O)c2ccc(C)cc2)c(Cl)s1	-0.68	-0.25	-0.14	0.083	-2%	i	10	i	i	32	6	-47	-3%	3.0	1.2	5.9	-0.2	1046
Cc1ccc(S(=O)(=O)Nc2ccc(C(N)=O)cc2)cc1[N+](=O)[O-]	0.74	-0.17	0.33	-1.6	0%	i	14	i	i	52	2	6	12%	1.7	2.1	10	0.5	1050
CC(=O)c1cccc(N=Nc2c(-c3ccccc3)[nH]n(-c3ccccc3)c2=O)c1	-0.12	-0.15	0.15	0.84	-3%	i	-21	i	i	46	-4	6	-2%	3.4	1.6	2.1	0.8	1592
Cc1ccsc1/C=C(\C(=O)c1ccc(OC(C)C)cc1)c1nc2ccccc2o1	-0.72	-0.18	0.21	0.36	12%	i	14	i	i	52	-4	-2	-1%	4.6	2.6	5.9	0.9	452
COc1ccc(C2=NO[C@@H]3C(=O)N(c4ccc(C)cc4C)C(=O)[C@H]23)cc1OC	-0.31	-0.18	0.041	-0.13	-4%	i	-5	i	i	18	14	13	16%	5.8	3.4	6.6	-7.3	979
Nc1nc2n(n1)C(c1ccco1)CC(c1ccc(F)cc1)N2 (stereo unspecified)	0.078	-0.28	0.038	0.58	-1%	.	.	i	i	64	5	-1	2%	3.7	2.4	6.5	-0.7	1097
COc1ccc(CNCC(O)(c2ccc(F)cc2)c2ccc(F)cc2)cc1	-0.44	-0.29	-0.16	-0.28	8%	+	24*	i	i	48	13	8	5%	0.9	1.6	5.1	-1.5	1022
Cc1nnc(SCC(C)C)[nH]c1=O	0.96	-0.11	0.91	-0.06	5%	i	-2	i	i	30	.	.	2%	1.7	3.8	8.8	-3.7	1384
Cc1ccc2c(c1)c1c3n2CCN(C(=O)C2CC2)C3CCC1 (stereo unspecified)	0.85	-0.043	0.7	-0.15	11%	i	2	i	i	45	8	15	3%	2.8	4.8	9.4	.	.
Cc1nc(C)c(C(=O)NNS(=O)(=O)c2ccc([N+](=O)[O-])cc2)s1	-0.59	-0.17	-0.53	0.55	-1%	i	5	i	i	53	-8	-3	10%	3.1	2.8	9.5	0.0	910
N/C(=N\c1nc(CSc2nc3ccccc3s2)cc(=O)[nH]1)Nc1ccc(F)cc1	1	-0.23	1.2	-0.39	3%	.	.	i	i	32	.	.	10%	.	.	.	-0.5	1338
Cc1ccccc1OCCN(C#N)c1nc(N(C)C)nc(N(C)C)n1	0.58	-0.32	0.39	-0.023	-7%	i	6	i	i	21	28	1	-5%	1.5	0.6	10	-1.7	994
COc1ccccc1NC(=O)c1ccc(C(=O)c2ccccc2)o1	-0.44	-0.31	-0.033	0.4	3%	i	-10	i	i	23	-1	4	6%	4.7	1.6	5.7	-3.9	1090
CCSc1ccc2nnc(-c3cccs3)n2n1	-0.16	-0.31	0.032	0.11	7%	i	11	i	i	12	3	11	14%	2.8	2.1	0.1	1.9	1021
Cc1cccc(OCCCCCn2ccnc2)c1C	-0.89	-0.34	-0.41	0.44	8%	i	21	i	i	20	67*	65*	3%	4.1	2.0	1.7	0.1	1129
COCCNC(=S)NCCc1ccc(Cl)cc1Cl	-0.9	-0.33	-0.098	1.2	-3%	i	5	i	i	44	70*	48*	3%	3.5	2.5	1.7	-0.3	1099
CCOC(=O)N/N=C/c1c(F)c(F)c(F)c(F)c1F	0.53	-0.25	-0.069	-0.51	8%	i	-1	i	i	60	-10	-6	3%	2.3	3.6	5.0	.	.
CC1(C)CC(=O)C=C(NCC(=O)O)C1	0.69	-0.18	0.63	-1.2	3%	i	-29	i	i	26	-2	23	5%	5.0	2.2	10.0	-6.7	889
Cc1ccc(NC(=O)CN2C(=O)NC3(CCC(C)CC3)C2=O)c(Cl)c1 (stereo unspecified)	-0.7	-0.2	-0.2	0.74	5%	i	-13	i	i	8	0	-3	21%	3.7	2.0	1.5	-9.2	937
O=[n+]1cc(-c2ccc(Br)cc2)n([O-])c2c1CCC2	-0.56	0.11	-0.48	0.54	3%	i	-7	i	i	57	-11	-12	12%	1.4	2.3	6.5	0.0	954
CN(C)c1ccc(/C=C/c2nc3ccccc3s2)cc1	-0.97	2	-0.33	0.22	4%	i	1	i	i	12	3	2	8%	0.2	1.7	10	0.9	1394

7 neighbouring compounds already listed, for reference:
SMILES	Dynein cargo inh	Dynein cargo inh cytoplasmic EGFP	Dynein cargo inh nuclear GR-EGFP	Dynein cargo inh cell count	M1AAP inhibition	Autophagy mod	Autophagy mod cell loss 18 h	Yfh1-depleted yeast	T cell HTS	T cell HTS vesicle-bound %	WT yeast gro inh	WT yeast gro inh mutant strain	P. falciparum M17LAP	MT stabilize HCS	MT stabilize HCS Hoechst-high %	MT stabilize HCS cytotoxicity %	b-catenin transl	b-catenin transl cell count 5 µM
Cc1cccc(OCCCCCn2ccnc2)c1C	-0.89	-0.34	-0.41	0.44	8%	i	21	i	i	20	67*	65*	3%	4.1	2.0	1.7	0.1	1129
COCCNC(=S)NCCc1ccc(Cl)cc1Cl	-0.9	-0.33	-0.098	1.2	-3%	i	5	i	i	44	70*	48*	3%	3.5	2.5	1.7	-0.3	1099
CCOC(=O)N/N=C/c1c(F)c(F)c(F)c(F)c1F	0.53	-0.25	-0.069	-0.51	8%	i	-1	i	i	60	-10	-6	3%	2.3	3.6	5.0	.	.
CC1(C)CC(=O)C=C(NCC(=O)O)C1	0.69	-0.18	0.63	-1.2	3%	i	-29	i	i	26	-2	23	5%	5.0	2.2	10.0	-6.7	889
Cc1ccc(NC(=O)CN2C(=O)NC3(CCC(C)CC3)C2=O)c(Cl)c1 (stereo unspecified)	-0.7	-0.2	-0.2	0.74	5%	i	-13	i	i	8	0	-3	21%	3.7	2.0	1.5	-9.2	937
O=[n+]1cc(-c2ccc(Br)cc2)n([O-])c2c1CCC2	-0.56	0.11	-0.48	0.54	3%	i	-7	i	i	57	-11	-12	12%	1.4	2.3	6.5	0.0	954
CN(C)c1ccc(/C=C/c2nc3ccccc3s2)cc1	-0.97	2	-0.33	0.22	4%	i	1	i	i	12	3	2	8%	0.2	1.7	10	0.9	1394
